Screening data from PubChem.
D1 antag = Antagonist of Human D 1 Dopamine Receptor: qHTS | AID 504652, 2011 | HEK293 TREx D1 cells, calcium flux, dopamine EC80; active compounds read low | activity change, negative = inhibition, % at 10 µM | D(1A) dopamine receptor (Homo sapiens), P21728 | 360,000 compounds, 3.2% hits; in the data active = activity change below about -30%; also: % is scaled to controls: 0 for no effect and ±100 for the full control effect
Target sequence (P21728 whole entry, looked up): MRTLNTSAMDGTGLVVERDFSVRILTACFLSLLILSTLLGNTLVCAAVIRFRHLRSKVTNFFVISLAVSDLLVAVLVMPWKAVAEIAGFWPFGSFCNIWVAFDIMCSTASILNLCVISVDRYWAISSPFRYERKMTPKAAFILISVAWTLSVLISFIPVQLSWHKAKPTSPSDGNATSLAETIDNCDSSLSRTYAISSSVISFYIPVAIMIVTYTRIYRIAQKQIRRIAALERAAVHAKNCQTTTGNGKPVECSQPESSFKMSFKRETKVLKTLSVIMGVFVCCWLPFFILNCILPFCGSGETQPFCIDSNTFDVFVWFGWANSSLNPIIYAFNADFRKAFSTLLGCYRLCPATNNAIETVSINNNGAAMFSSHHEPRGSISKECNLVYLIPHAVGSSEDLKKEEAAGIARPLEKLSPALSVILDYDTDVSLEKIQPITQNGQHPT
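Compound effects on dopamine-evoked calcium signalling were measured in tetracycline-induced HEK293 Trex D1 cells. Dopamine at EC80 followed a 180 s compound pre-read, and fluorescence was tracked kinetically for 180 s more.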
D2 antagonist = HTS Assay for Allosteric Antagonists of the Human D2 Dopamine Receptor: Primary Screen for Antagonists. HEK293 TREx D2 cells, calcium flux, dopamine EC80. inhibition, % at 10 µM. 340,000 compounds, 2% hits. D(2) dopamine receptor (Homo sapiens), P14416; in the data active = inhibition above about 30%; also: 0% is about no effect
Target sequence (P14416 whole entry, looked up): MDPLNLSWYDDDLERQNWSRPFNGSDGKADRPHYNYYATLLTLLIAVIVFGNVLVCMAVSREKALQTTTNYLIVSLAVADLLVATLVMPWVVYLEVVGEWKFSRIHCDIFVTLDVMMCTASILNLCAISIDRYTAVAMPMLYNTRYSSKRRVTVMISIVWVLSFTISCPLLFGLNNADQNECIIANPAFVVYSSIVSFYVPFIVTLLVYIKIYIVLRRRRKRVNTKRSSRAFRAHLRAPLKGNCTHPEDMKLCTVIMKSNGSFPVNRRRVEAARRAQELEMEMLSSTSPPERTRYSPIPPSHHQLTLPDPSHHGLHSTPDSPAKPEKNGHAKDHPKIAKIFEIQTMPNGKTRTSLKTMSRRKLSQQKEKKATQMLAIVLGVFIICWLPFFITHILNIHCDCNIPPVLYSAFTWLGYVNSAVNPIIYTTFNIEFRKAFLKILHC
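Antagonism is scored as inhibition of an EC80 dopamine-evoked calcium signal in a force-coupled, tetracycline-inducible HEK293 T-REx D2 line, with compound present 180 s before agonist.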
D1 ag = Allosteric Agonists of the Human D1 Dopamine Receptor: qHTS; HEK293 T-REx D1 cells, calcium flux, agonist mode; activation, % at 2 µM; 360,000 compounds, 1% hits; AID 504660, 2011; also: 0% is about no effect
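Tetracycline-induced HEK293 TREx D1 cells, force-coupled to calcium signalling, were dye-loaded with a no-wash calcium kit. Compound was pin-added after a 10 s baseline. Fluorescence was read kinetically at 1 cycle/s for 180 s, with calcium rises flagged as agonism.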
D2 agonist = HTS Assay for Allosteric Agonists of the Human D2 Dopamine Receptor: Primary Screen for Agonists; activation, % at 2 µM; D(2) dopamine receptor (Homo sapiens), P14416; HEK293 T-REx D2 cells, calcium flux agonist mode; 340,000 compounds, 0.53% hits;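 active = activation over 3 SD above normal in the single-dose calcium agonist read, cut at about 30% in these data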; also: 0% is about no effect
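Agonism scored from kinetic calcium signal (1 read/sec, 180 s) following compound pin transfer, after a 10 s baseline. Cells: HEK293 Trex line expressing inducible D2 receptor coupled to calcium, dye-loaded after overnight culture at 30 C.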
TRHR enhancer = qHTS for Small Molecule Agonists and Allosteric Enhancers of Human TRH Receptor: Primary Screen for Enhancers. enhancement, % at 2 µM. 360,000 compounds, 0.66% hits. TRHR cells, fluo-8 calcium fluorescence, EC20 TRH enhancement; in the data active = enhancement above about 30%; also: 0% is about no effect
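TRHR-expressing cells loaded with fluo-8 calcium dye were read kinetically (ex 480/em 530) during compound addition, then stimulated with an EC20 of TRH (10 nM final). Enhancement of the Gq-mediated intracellular calcium response was scored.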
TRHR agonist = qHTS for Small Molecule Agonists and Allosteric Enhancers of Human TRH Receptor: Primary Screen for Agonists; Thyrotropin-releasing hormone receptor (Homo sapiens), P34981; 360,000 compounds, 0.18% hits; activation, % at 2 µM; TRHR cells, calcium flux fluo-8, FDSS agonist mode; also: 0% is about no effect
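TRHR-expressing cells loaded with fluo-8 calcium dye; 23 nL library compound pin-transferred, kinetic FDSS fluorescence (Ex 480/Em 530) recorded about 180 s for agonist-induced calcium release, before a 10 nM TRH EC20 addition for potentiator mode.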
D2 PAM = HTS Assay for Positive Allosteric Modulators of the Human D2 Dopamine Receptor: Primary Screen for Potentiators | D(2) dopamine receptor (Homo sapiens), P14416 | HEK293 T-REx D2, calcium flux, EC20 dopamine potentiation | potentiation, % at 10 µM | 340,000 compounds, 0.34% hits;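 active = potentiation over 3 SD above the plate norm, cut at about 30% in these data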; also: 0% is about no effect
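Primary screen. Calcium kinetics in induced HEK293 T-REx D2 cells: compound pre-addition 180 s, EC20 dopamine, 180 s more.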
D1 PAM = Potentiators of Human D1 Dopamine Receptor: qHTS; D(1A) dopamine receptor (Homo sapiens), P21728; HEK293 TREx D1 cells, calcium flux, dopamine EC20 potentiation; potentiation, % at 10 µM; 360,000 compounds, 0.036% hits; AID 504651, 2011; in the data active = potentiation above about 30%; also: 0% is about no effect
RXFP1 antag = qHTS Assay for Antagonists of the Relaxin Receptor RXFP1; Relaxin receptor 1 (Homo sapiens), Q9HBX9; HEK293-RXFP1, relaxin-stimulated cAMP HTRF, 30 min; active compounds read low; activity change, negative = inhibition, % at 57.5 µM; 350,000 compounds, 0.59% hits; AID 1259400, 2018;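 active = activity change of -60% or lower, but not beyond a set lower limit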; also: % is scaled to controls: 0 for no effect and ±100 for the full control effect
* marks the source's active call; other numbers are inactive results; & = joins results of further samples. Rule as the data show it, unless noted: active = activation above about 30%; inactive = the rest. Compounds were not picked by outcome. Share with any hit: about 7.3%.

What do the screens show for `COc1cccc(C2Nc3ccccc3-c3nnc(SCc4ccccc4)nc3O2)c1OC` (configuration not stated)?
D1 antag: -17.3; D1 ag: 13.4; D2 agonist: -2.3; TRHR enhancer: 5.9; TRHR agonist: -1.3; D2 PAM: 6.2; D1 PAM: -1.2

How did COc1ccc(CCNC(=O)Cn2c(C)c3cnn(-c4ccccc4)c(=O)c3c2C)cc1OC do in these assays?
D1 antag: 4.3; D1 ag: -0.6; D2 agonist: 0.1; TRHR enhancer: -3.5; TRHR agonist: -0.2; D2 PAM: 8.4; D1 PAM: -3.3

Results for COC(=O)c1ccccc1NC(=O)CCCS(=O)(=O)c1nc(-c2ccccc2OC)cc(C(F)(F)F)n1 ?
D1 antag: -1.5; D1 ag: 1.3; D2 agonist: -0.4; TRHR enhancer: -3.6; TRHR agonist: -0.3; D2 PAM: 10.7; D1 PAM: 0.9; RXFP1 antag: -2.2

What do the screens show for `COC(=O)/C=C/c1ccc(OC(=O)c2ccncc2)cc1`?
D1 antag: -2.6; D2 antagonist: -1.3; D1 ag: 10.9; D2 agonist: -0.5; TRHR enhancer: 2.0; TRHR agonist: -0.2; D2 PAM: 11.8; D1 PAM: 3.0; RXFP1 antag: -9.2

Results for Cc1cccc(C(=O)Nc2nnc(Cc3ccccc3)s2)c1 ?
D1 antag: -3.9; D2 antagonist: 0.1; D1 ag: 5.9; D2 agonist: 0.7; TRHR enhancer: 5.2; TRHR agonist: -0.2; D2 PAM: 0.9; D1 PAM: 0.8; RXFP1 antag: -3.9

How did CCc1nnc(NC(=O)CSc2ncc(-c3ccccc3)n2CC)s1 do in these assays?
D1 antag: -17.1; D2 antagonist: -2.7; D1 ag: 2.5; D2 agonist: 0.0; TRHR enhancer: -9.7; TRHR agonist: -0.9; D2 PAM: -9.8; D1 PAM: -6.0; RXFP1 antag: -0.7

Results for O=C(Cc1ccc(NC2=NC3CS(=O)(=O)CC3S2)cc1)NCc1ccc(Cl)cc1 (configuration not stated) ?
D1 antag: -23.3; D1 ag: 3.8; TRHR enhancer: 2.7; TRHR agonist: -0.1; D1 PAM: -18.2; RXFP1 antag: -3.0

How did COc1ccc(CN2C(=NC(=O)c3ccccc3)SC3CS(=O)(=O)CC32)cc1 (configuration not stated) do in these assays?
D1 antag: 30.5; D2 antagonist: -9.3; D1 ag: 17.0; D2 agonist: -1.0; TRHR enhancer: 3.0; TRHR agonist: 1.5; D2 PAM: 2.3; D1 PAM: -1.8; RXFP1 antag: -19.9

What do the screens show for `Brc1c(CSc2nc3ccccc3o2)nc2ncccn12`?
D1 antag: -9.3; D2 antagonist: -3.6; D1 ag: 0.4; D2 agonist: 0.4; TRHR enhancer: 5.7; TRHR agonist: -0.2; D2 PAM: 18.3; D1 PAM: -1.2; RXFP1 antag: 4.3

What do the screens show for `CCOc1cc2[nH]c(=S)n(CCN3CCCCC3CC)c(=O)c2cc1OCC` (configuration not stated)?
D1 antag: 2.3; D2 antagonist: 3.8; D1 ag: 1.3; D2 agonist: -1.0; TRHR enhancer: -5.9; TRHR agonist: -0.5; D2 PAM: -6.3; D1 PAM: -2.9; RXFP1 antag: -9.7

How did Cc1ccc(S(=O)(=O)NCC(=O)OCC(=O)c2cccs2)cc1 do in these assays?
D1 antag: -2.6; D2 antagonist: -28.6; D1 ag: 3.4; D2 agonist: -0.8; TRHR enhancer: -6.0; TRHR agonist: 0.8; D2 PAM: -4.7; D1 PAM: 4.7; RXFP1 antag: -5.1

How did COc1ccc(C2(C(=O)NC3CCCCC3)CCOCC2)cc1OC do in these assays?
D1 antag: 1.6; D2 antagonist: -2.3; D1 ag: 1.4; D2 agonist: 2.0; TRHR enhancer: 1.3; TRHR agonist: 0.3; D2 PAM: -2.7; D1 PAM: -3.9; RXFP1 antag: 2.9

What do the screens show for `COc1ccc2oc(C(=O)N3CCN(C(=O)c4ccco4)CC3)c(C)c2c1`?
D1 antag: -35.6*; D2 antagonist: 12.3; D1 ag: 2.5; D2 agonist: 1.1; TRHR enhancer: -4.3; TRHR agonist: 0.4; D2 PAM: 2.7; D1 PAM: -13.8; RXFP1 antag: -9.1

Results for Cn1c(CCNC(=O)c2ccco2)nc2cc(NC(=O)C3CCCCC3)ccc21 ?
D1 antag: 7.7; D2 antagonist: -6.6; D1 ag: -1.5; D2 agonist: 0.6; TRHR enhancer: -1.7; TRHR agonist: 0.1; D2 PAM: 7.6; D1 PAM: -7.5; RXFP1 antag: -0.3

How did CC(=O)Nc1ccc(S(=O)(=O)Oc2ccc(C(=S)N3CCCCC3)cc2)cc1 do in these assays?
D1 antag: -32.6*; D1 ag: 25.9; TRHR enhancer: -14.0; TRHR agonist: 0.3; D1 PAM: -9.3; RXFP1 antag: -9.3

How did COc1ccc(N=C2C(=O)Nc3ccc(C)c(Br)c32)cc1 do in these assays?
D1 antag: -20.6; D2 antagonist: 8.9; D1 ag: 4.8; D2 agonist: 1.2; TRHR enhancer: 7.5; TRHR agonist: -0.3; D2 PAM: -3.7; D1 PAM: -0.2; RXFP1 antag: 3.6

What do the screens show for `CCn1cnc2c(Nc3cc(F)cc(F)c3)nc(C#N)nc21`?
D1 antag: 2.4; D2 antagonist: -12.3; D1 ag: 6.8&-0.7; D2 agonist: 0.9; TRHR enhancer: -1.8&2.2; TRHR agonist: 0.7&1.3; D2 PAM: -15.7; D1 PAM: 7.2&5.0

What do the screens show for `CCOC(=O)N1CCC(NC(=O)c2cc3c(-c4ccccc4F)nn(C)c3s2)CC1`?
D1 antag: 7.0; D2 antagonist: 0.4; D1 ag: 1.1; D2 agonist: -2.6; TRHR enhancer: 8.3; TRHR agonist: -0.4; D2 PAM: -9.0; D1 PAM: -3.6; RXFP1 antag: -0.4

What do the screens show for `Cc1ccccc1OCc1nnc(SCc2nc3ccccc3c(=O)[nH]2)n1C`?
D1 antag: -11.8; D2 antagonist: 8.8; D1 ag: -1.1; D2 agonist: 0.3; TRHR enhancer: 1.5; TRHR agonist: 0.1; D2 PAM: -1.6; D1 PAM: 4.3; RXFP1 antag: 15.0

How did COc1cccc(CNC(=O)CN2C(=O)CSc3c2c(C)nn3-c2ccccc2)c1OC do in these assays?
D1 antag: -2.9; D1 ag: 0.1; D2 agonist: -0.8; TRHR enhancer: -3.2; TRHR agonist: -0.2; D2 PAM: -3.9; D1 PAM: -1.5

What do the screens show for `Cc1ccc(S(=O)(=O)n2nc(OC(=O)c3c(F)cccc3Cl)cc2N)cc1`?
D1 antag: -8.9; D2 antagonist: 2.9; D1 ag: 8.7; D2 agonist: 2.5; TRHR enhancer: 2.9; TRHR agonist: -0.2; D1 PAM: 2.6; RXFP1 antag: 2.7

Results for CCc1ccc(N/C(SC)=C(/C#N)C(N)=O)cc1 ?
D1 antag: 10.5; D2 antagonist: -15.6; D1 ag: -0.8; D2 agonist: 0.8; TRHR enhancer: -0.7; TRHR agonist: 1.4; D2 PAM: -6.2; D1 PAM: -5.2; RXFP1 antag: -8.5

How did Cc1ccc2nc(C)cc(C(=O)OCC(=O)c3ccc(Cl)c([N+](=O)[O-])c3)c2c1 do in these assays?
D1 antag: 2.7; D2 antagonist: -8.4; D1 ag: 0.4; D2 agonist: 0.0; TRHR enhancer: -2.9; TRHR agonist: 0.1; D2 PAM: -3.1; D1 PAM: 5.0; RXFP1 antag: -5.8

What do the screens show for `COc1ccccc1-c1nc2n(n1)C(c1ccccc1Cl)C(C(N)=O)=C(C)N2` (configuration not stated)?
D1 antag: -18.2; D2 antagonist: 5.9; D1 ag: 2.1; D2 agonist: 0.6; TRHR enhancer: -2.6; TRHR agonist: 0.5; D2 PAM: -5.3; D1 PAM: -4.5; RXFP1 antag: -12.2

What do the screens show for `CC(C)CCNC(=O)CCc1nnc(Cc2c[nH]c3ccccc23)o1`?
D1 antag: -1.6; D2 antagonist: -5.1; D1 ag: 0.7; D2 agonist: 0.7; TRHR enhancer: -0.7; TRHR agonist: 0.5; D2 PAM: 1.4; D1 PAM: 2.5; RXFP1 antag: -4.0

How did Cc1cccc(NC(=O)C2CCC(CNS(=O)(=O)c3ccc4c(c3)CCCC(=O)N4)CC2)c1C (configuration not stated) do in these assays?
D1 antag: 0.2; D1 ag: 1.6; D2 agonist: 0.3; TRHR enhancer: 1.9; TRHR agonist: 0.3; D2 PAM: -2.5; D1 PAM: 0.1

How did CCOC(=O)c1ccc(NC(=O)NCc2cccnc2)cc1 do in these assays?
D1 antag: -5.3; D2 antagonist: 0.5; D1 ag: 1.7; D2 agonist: 0.5; TRHR enhancer: -3.6; TRHR agonist: -0.4; D2 PAM: -15.8; D1 PAM: -1.1; RXFP1 antag: 0.3

How did Brc1cccc2sc(N3CCN(c4ccccc4)CC3)nc12 do in these assays?
D1 antag: 14.4; D2 antagonist: -4.5; D1 ag: 0.0; D2 agonist: 1.0; TRHR enhancer: -2.8; TRHR agonist: 0.0; D2 PAM: 7.3; D1 PAM: 3.0; RXFP1 antag: -7.1

How did COc1ccccc1N1C(=O)CSC1=NC(=O)c1ccccc1 do in these assays?
D1 antag: -13.8; D2 antagonist: 0.9; D1 ag: 1.2; D2 agonist: -0.1; TRHR enhancer: -2.9; TRHR agonist: -0.6; D2 PAM: -2.3; D1 PAM: 3.5; RXFP1 antag: -4.0

Results for COc1ccc(F)cc1C(=O)C1CCCN(Cc2cnc(N3CCCC3)s2)C1 (configuration not stated) ?
D1 antag: 5.0; D2 antagonist: 66.0*; D1 ag: 4.1; D2 agonist: -1.4; TRHR enhancer: 0.4; TRHR agonist: 0.4; D2 PAM: -23.9; D1 PAM: 6.7; RXFP1 antag: -7.8

Random excerpt: two entries already listed
How did Brc1cccc2sc(N3CCN(c4ccccc4)CC3)nc12 do in these assays?
D1 antag: 14.4; D2 antagonist: -4.5; D1 ag: 0.0; D2 agonist: 1.0; TRHR enhancer: -2.8; TRHR agonist: 0.0; D2 PAM: 7.3; D1 PAM: 3.0; RXFP1 antag: -7.1

What do the screens show for `COc1ccccc1-c1nc2n(n1)C(c1ccccc1Cl)C(C(N)=O)=C(C)N2` (configuration not stated)?
D1 antag: -18.2; D2 antagonist: 5.9; D1 ag: 2.1; D2 agonist: 0.6; TRHR enhancer: -2.6; TRHR agonist: 0.5; D2 PAM: -5.3; D1 PAM: -4.5; RXFP1 antag: -12.2
